# Screening results: PubChem BioAssay, several laboratories
# DSG3 Ab inh – blocks pemphigus antibody binding to human desmoglein-3; P32926; DSG3-coupled beads, scFv-anti-DSG3-GFP binding, flow cytometry; active compounds read low; binding (percent of control), % at 10 µM; hit rate 0.48% among 310,000;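 active means binding more than 3 SD below its plate's average and above zero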;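 further: hits lower antibody fragment binding to DSG3; some compounds called inactive have numbers as strong as hits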
# PKA-R1A act – activates the PKA-R1A holoenzyme complex; P00514+P68181; PKA-R1A dissociation, Cy5-IP20 fluorescence polarization; scaled: DMSO 0%, 113 µM cGMP 100%; activation, % at 11.4 µM; hit rate 0.083% among 340,000;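 active means percent activation above the mean of all tested compounds plus 3 SD, cut at about 19% in these data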;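 further: higher means more PKAc released from R1A so a rise in polarization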
# SR-BI DiI inh – blocks mouse SR-BI lipid uptake from DiI-HDL; Q61009; ldlA[mSR-BI] CHO cells, DiI-HDL uptake fluorescence, 3 h; inhibition, % at 12.5 µM; hit rate 0.96% among 320,000;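 active means mean replicate inhibition of at least 70% and a set share of replicates each scoring 70 or more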;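 further: 0% = median of neutral control wells and 100% = median of positive control wells; values of inactives mirror those of a sister screen read the other way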
# Target sequence (Q61009 whole entry, looked up): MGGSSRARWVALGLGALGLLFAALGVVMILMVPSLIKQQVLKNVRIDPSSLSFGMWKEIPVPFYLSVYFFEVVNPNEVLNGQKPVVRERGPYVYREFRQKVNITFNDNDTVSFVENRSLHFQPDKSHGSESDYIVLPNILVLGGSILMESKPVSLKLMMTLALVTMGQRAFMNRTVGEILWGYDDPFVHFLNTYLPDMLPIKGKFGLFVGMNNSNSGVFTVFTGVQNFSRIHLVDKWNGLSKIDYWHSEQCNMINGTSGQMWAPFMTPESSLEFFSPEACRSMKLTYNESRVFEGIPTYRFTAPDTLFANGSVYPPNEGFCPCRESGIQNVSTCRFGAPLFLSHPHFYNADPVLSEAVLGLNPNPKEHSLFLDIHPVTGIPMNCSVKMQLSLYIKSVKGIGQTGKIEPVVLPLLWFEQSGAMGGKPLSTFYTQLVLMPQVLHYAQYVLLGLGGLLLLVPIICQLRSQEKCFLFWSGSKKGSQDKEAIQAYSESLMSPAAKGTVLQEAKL
# Mot1-301 SUMO – blocks SUMOylation pathway, rescuing yeast Mot1-301 growth. S. cerevisiae Mot1-301 growth rescue, ATP luminescence, 38.5C; percent above DMSO median, 100 means doubled. growth rescue, % at 18.8 µM. hit rate 1% among 320,000. AID 2716;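 active means every valid replicate shows activation above 250% relative to neutral control wells; inactive means the rest, any valid replicate at or below 250%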;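 further: OY570 slx delta 5 strain wells were the positive control but not used for scaling; some compounds called inactive have numbers as strong as hits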
# NSD2 HMT inh – blocks human histone methyltransferase NSD2. O96028. NSD2 peptide methylation, AlphaScreen, 120 min. inhibition, % at 12.5 µM. hit rate 0.54% among 310,000. AID 743445; in the data active means inhibition above about 50%
# CDK5 p35 inh – blocks human CDK5/p35 kinase activity; Q00535+Q15078; hit rate 0.01% among 330,000; inhibition, % at 10 µM; Recombinant CDK5/p35, ADP-Glo luminescence, 60 min;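 active means highest replicate inhibition of at least 50% and at least 75% of replicates reaching 50%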;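 further: plate controls were DMSO neutral control for no effect and GW8510 at 10 µM for full effect; many of its hits are not listed in these tables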
# PKA-R2B act – activators of human PKA-R2B complex; P22694+P31323; PKA-R2B holoenzyme dissociation, Cy5-IP20 fluorescence polarization; R2B truncated from residue 108, S112A mutant; 0% DMSO only, 100% 113 µM cGMP; activation, % at 11.4 µM; hit rate 0.079% among 340,000;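 active means activation above a cutoff set at the mean over all compounds plus 3 SD, cut at about 18% in these data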;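 further: higher means more holoenzyme dissociation and a rise in polarization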
# Target sequence (P31323 whole entry, looked up, other chains not shown, the tested form may be a part): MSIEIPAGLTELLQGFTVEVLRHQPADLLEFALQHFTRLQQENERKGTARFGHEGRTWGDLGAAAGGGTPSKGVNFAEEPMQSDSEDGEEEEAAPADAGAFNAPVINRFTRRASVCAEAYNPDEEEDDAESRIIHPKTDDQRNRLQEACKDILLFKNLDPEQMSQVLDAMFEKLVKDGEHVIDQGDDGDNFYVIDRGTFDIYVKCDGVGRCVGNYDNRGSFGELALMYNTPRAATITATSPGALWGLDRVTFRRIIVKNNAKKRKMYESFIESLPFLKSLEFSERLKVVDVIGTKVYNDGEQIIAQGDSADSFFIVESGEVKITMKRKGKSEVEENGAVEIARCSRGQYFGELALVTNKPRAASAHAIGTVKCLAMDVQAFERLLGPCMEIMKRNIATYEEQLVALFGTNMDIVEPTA
# Arr AP2 block – blocks beta-arrestin peptide binding to AP2 adaptin; FITC-arrestin peptide / GST-AP2 beads, flow cytometry; AP2 beta2 appendage carries R879A mutation; inhibition, % at 10 µM; hit rate 0.31% among 340,000; AID 504490;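 active means inhibition above a set limit, near 3 SD of compounds lacking own fluorescence, cut at about 54% in these data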;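 further: plate controls were DMSO wells for no effect and 5 µM unlabelled arrestin peptide for full effect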
#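 System: GST-tagged AP2 beta2-adaptin appendage (R879A) on 4 µm glutathione beads / Reagent: FITC-arrestin peptide, 50 nM / Detection: HyperCyt-sampled flow cytometry, FL1 channel, ex 488/em 535 nm / Timing: 12 min plus 1 h, RT / Buffer or medium: PBS plus Tween 20 (0.05%) and BSA (0.1%)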
# SR-BI uptake up – SR-BI HDL lipid transfer activation; hit rate 0.096% among 320,000; CHO ldlA[mSR-BI] cells, DiI-HDL uptake fluorescence, 3 h; 100 = double the neutral-control signal; activation, % at 12.5 µM;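 active means mean replicate activation of at least 60% and every replicate at or above 60%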;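 further: 0% = median plate neutral-control signal and 100% = twice that signal; values of inactives mirror those of a sister screen read the other way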
#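 Material: SR-BI-overexpressing, LDLR-lacking CHO cells | Dosing: Single compound concentration, delivered by pin transfer | Probe or stimulus: Labelled HDL, 10 µg/mL | Signal: Bottom-read cell fluorescence after medium removal, ex 550/em 595 nm | Schedule: 3 h, 37 °C | Evaluation: HDL uptake via cellular fluorescence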
# dFosB act – enhances mouse delta FosB homodimer DNA binding. P13346. purified delta FosB, TAMRA-CDK5 oligo fluorescence polarization; percent of positive-control signal above neutral wells. activation, % at 25 µM. hit rate 0.99% among 340,000;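 active means mean activation above about 17%, with every replicate also reaching it, limit read from the data, passing the limit was not always enough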;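 further: fluorescence polarization rise as delta FosB binds a TAMRA Cdk5 AP-1 oligo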
# MITF TRPM1 HTS – MITF TRPM1 promoter activation in melanoma cells. activation, % at 12.5 µM. hit rate 0.75% among 300,000. SK-MEL-5 TRPM1-promoter luciferase, 24 h; % of positive control, neutral wells = 0;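 active means mean activation of at least 80% with every replicate also reaching 80%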;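 further: 0% = neutral control wells and 100% = parthenolide positive control wells; values of inactives mirror those of a sister screen read the other way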
# Numbers without * were called inactive; x = not tested or not shown; + = active, no number.
SMILES,DSG3 Ab inh,PKA-R1A act,SR-BI DiI inh,Mot1-301 SUMO,NSD2 HMT inh,CDK5 p35 inh,PKA-R2B act,Arr AP2 block,SR-BI uptake up,dFosB act,MITF TRPM1 HTS
CC(=O)c1ccc(Oc2cc(C)nc(-n3nc(C)cc3C)n2)cc1,116.7,-3.1,-21.2,607.7,x,-1.0,-1.8,20.8,21.2,-18.7,-15.8
CC(C)CC(NC(=O)C1CCC(C)CC1)C(=O)NCc1ccccn1 (centres undefined),102.5,2.7,3.0,-5.0,x,0.4,-3.8,-1.2,-3.0,-1.0,x
O=C1C(N2CCOCC2)=C(n2nnc3ccccc32)C(=O)c2ccccc21,104.6,3.8,3.9,-59.2,117.4*,-0.5,-12.6,9.4,-3.9,-5.8,-97.3
CC(C)(C)OC(=O)Nc1ccc([C@@H](NC(=O)OC(C)(C)C)C(=O)OC(C)(C)C)cc1,96.7,-3.4,1.1,3.4,x,0.0,-10.2,-7.4,-1.1,-3.0,-6.6
CCc1ccc(NC(=S)N(CCCN2CCOCC2)Cc2ccco2)cc1,103.0,6.1,1.3,-9.7,5.3,0.8,-9.6,-13.6,-1.3,-10.3,-8.8
Cn1c(SCC(=O)Nc2sccc2C#N)nnc1-c1ccccc1,101.6,-0.4,4.3,x,-1.6,-0.5,2.1,43.9,-4.3,-10.5,15.4
O=C(Nc1nccs1)c1ccc(-c2ccc(Cl)cc2)o1,91.3,-1.9,12.5,34.9,-2.9,0.3,-3.2,23.2,-12.5,-4.6,108.9*
O=C(CSc1nnc(-c2ccccc2)c(-c2ccccc2)n1)N1CCOCC1,105.0,-2.1,1.4,-11.6,1.8,-4.5,-3.7,3.6,-1.4,-3.5,-11.1
CCC(C)Sc1cc(C)c(C#N)c2nc3ccccc3n12 (centres undefined),99.4,-6.0,26.9,-12.0,-3.4,0.3,-5.7,6.0,-26.9,-8.2,-5.3
COc1ccc(OCC(=O)Nc2ccc(NC(=O)c3cccs3)c(OC)c2)cc1,103.7,-0.9,-5.2,44.1,1.1,1.4,1.9,7.3,5.2,3.3,-5.4
CCOC(=O)C1CCN(c2ncnc3c2[nH]c2cccc(OC)c23)CC1,112.0,-15.7,-15.0,6.1,-2.7,-4.2,-2.4,6.4,15.0,5.0,-2.2
O=C(Nc1ccc(Br)cc1)c1cccc2c1C(=O)N(C1CCCCC1)C2,104.8,2.8,-11.4,7.1,x,-0.6,2.5,10.8,11.4,-7.2,6.0
COc1ccc(C(=O)Nc2nc(N)n(-c3ccccc3)n2)cc1,115.4,4.4,-29.5,-1.3,-2.3,-2.5,-9.7,-1.7,29.5,1.7,-2.9
O=C(Cc1ccccn1)c1ccccc1,100.5,2.4,-29.9,-28.9,x,2.6,0.9,-3.8,29.9,-4.1,42.5
CCOC(=O)CCc1c(C)c2ccc(OCC(=O)OC(C)C)cc2oc1=O,96.3,-14.0,5.6,6.0,1.6,-1.0,-5.0,25.7,-5.6,-2.9,3.1
CC(OC(=O)c1ccccc1OCc1ccc(Cl)cc1)C(N)=O (centres undefined),99.6,4.0,26.7,7.4,-3.2,-0.9,-1.1,3.2,-26.7,-1.1,-3.0
COc1ccc(-c2nc3ccccc3c(=O)n2CCOc2c(C)cccc2C)cc1,96.7,2.5,32.4,37.8,-3.4,0.7,0.8,5.2,-32.4,-11.2,1.5
Cc1cc([N+](=O)[O-])ccc1NC(=S)NC(=O)Cc1ccccc1,x,-0.6,-7.7,24.5,2.4,-0.1,-2.2,16.0,7.7,-6.2,-0.3
COc1ccc2[nH]cc(CCNS(=O)(=O)c3ccc(F)cc3)c2c1,104.0,-9.1,-14.3,110.1,1.3,1.4,0.7,36.6,14.3,5.4,-9.2
O=C(Nc1cccc(Cl)c1)c1ccc(F)c(S(=O)(=O)N2CCN(c3ccccn3)CC2)c1,96.0,-2.9,22.3,100.7,19.9,-3.3,5.0,2.3,-22.3,-4.1,-4.0
Cc1cc(C)cc(NC(=S)Nc2ccc3cn[nH]c3c2)c1,111.9,3.3,21.4,x,1.3,1.6,-6.9,3.4,-21.4,-0.5,0.7
COc1ccc(OC)c(/C=C2\Oc3cc(OCC(=O)N4CCC[C@H]4C(=O)O)ccc3C2=O)c1,96.2,-5.1,-4.2,29.4,x,0.2,11.2,-5.7,4.2,-10.6,x
COc1ccc(OC)c(C2C(C(=O)c3cccs3)=C(O)C(=O)N2CCN2CCOCC2)c1 (centres undefined),98.8,-8.3,13.6,-13.2,-0.7,1.8,3.4,3.8,-13.6,2.1,8.4
COc1ccc(-n2cnc3sc(-c4ccccc4)cc3c2=O)cc1,92.7,-12.1,10.7,5.4,2.6,0.9,-7.3,-3.2,-10.7,-1.1,123.6*
CCC1=NN(C(=O)CCc2ccccc2O)C(O)(C(F)(F)F)C1 (centres undefined),106.9,-4.4,6.0,-21.9,-2.5,0.3,5.6,12.2,-6.0,-3.1,15.6
# (list continues)
SMILES,DSG3 Ab inh,PKA-R1A act,SR-BI DiI inh,Mot1-301 SUMO,NSD2 HMT inh,CDK5 p35 inh,PKA-R2B act,Arr AP2 block,SR-BI uptake up,dFosB act,MITF TRPM1 HTS
Cc1cc(C)c2c(N)c(C(=O)NC3CC3)sc2n1,77.6,-10.4,9.2,x,-1.0,1.9,-2.4,-3.9,-9.2,4.5,4.2
CN(C)/N=C/c1ccc(P(c2ccc(/C=N/N(C)C)o2)c2ccc(/C=N/N(C)C)o2)o1,x,x,-18.3,23.2,4.4,0.1,x,-10.7,18.3,-14.2,8.1
COc1ccccc1NC(=O)CSc1ccc2nnc(CCNC(=O)c3ccccc3)n2n1,x,3.6,-20.8,-0.2,-0.7,-1.3,-12.2,5.4,20.8,-3.2,-1.7
CC1(C)CC[C@]2(C(=O)O)CC[C@]3(C)C(=CC[C@@H]4[C@@]5(C)CC[C@H](O[C@@H]6O[C@H](C(=O)O)[C@@H](O)[C@H](O[C@@H]7OC[C@H](O)[C@H](O)[C@H]7O)[C@H]6O)C(C)(C)[C@@H]5CC[C@]43C)[C@@H]2C1,99.0,-2.4,-5.7,-12.5,x,-1.4,-1.4,28.8,5.7,-3.0,-1.4
O=C(NCC1CCOCC1)c1ccc2nc(Cc3cccc(Cl)c3)oc2c1,104.2,0.5,-5.0,183.1,x,-1.4,7.8,-4.7,5.0,-14.5,35.9
Clc1cccc(Nc2nc(N3CCOCC3)nc(N3CCOCC3)n2)c1,46.9*,-4.2,13.2,17.9,7.5,-3.1,-0.6,3.5,-13.2,-12.0,45.0
COc1cc(C(=O)NC2=NCCS2)ccc1OCc1c(C)noc1C,101.7,-4.0,50.3,6.4,-3.5,0.0,1.1,4.6,-50.3,-5.2,7.9
CC1CCCC(NC(=O)CN2C(=O)c3cccnc3Oc3ccc(Cl)cc32)C1C (centres undefined),109.7,10.4,4.4,-9.1,-4.3,x,17.1,-13.6,-4.4,3.6,3.1
Cc1cccc([C@H](NC(=O)OC(C)(C)C)C(=O)OC(C)(C)C)c1,93.4,-3.4,-27.8,-11.7,x,0.8,-3.7,26.1,27.8,8.4,10.0
CCN(CC(=O)Nc1c(F)cccc1F)C(=O)c1ccc(-c2ccc(C(C)=O)cc2)o1,x,-5.5,17.7,5.3,13.4,1.7,-14.7,1.8,-17.7,-13.8,8.2
CCOc1ccc(N(CC(=O)NCCSc2ccccn2)S(C)(=O)=O)cc1,108.2,1.9,-4.4,0.2,-0.9,0.2,-1.3,-1.3,4.4,-3.1,5.8
COc1ccccc1NC(=O)Cn1c(O)c(N=NC(=O)c2ccccc2O)c2ccccc21,106.4,-0.4,14.6,13.2,0.2,-1.8,6.5,-4.0,-14.6,69.9*,8.0
CCN1CCc2c(sc(N)c2C(N)=O)C1,x,-20.5,-17.7,-14.7,6.4,0.2,-6.7,10.1,17.7,5.4,-2.9
COc1cccc(-n2c(SCC(=O)NC3CCCCC3)nc3n[nH]c(C)c3c2=N)c1,108.0,2.8,7.6,+,-0.4,1.3,8.1,1.6,-7.6,1.5,-36.3
CC1CC(=O)N(CC(=O)Nc2ccc(F)cc2F)c2ccccc2S1(=O)=O (centres undefined),103.2,-9.3,-11.9,-2.4,-5.8,0.2,1.4,29.3,11.9,0.2,10.5
O=c1ccc(/C=C/c2ccccc2)nn1Cc1ccccc1,108.0,-7.5,-13.8,23.7,29.4,1.4,-5.7,5.1,13.8,-12.8,2.7
Fc1ccccc1CNc1ccc(Cl)c(Cl)c1,98.7,-13.3,5.0,71.8,-4.3,2.7,-1.3,28.0,-5.0,6.5,59.5
Cn1cnnc1SCC(=O)NCCC1=CCCCC1,100.0,-12.0,-16.2,1.7,-0.6,-1.0,-0.9,17.2,16.2,0.1,7.2
COC(=O)c1[nH]c2ccc(C)cc2c1NC(=O)CN1CCC(C)CC1,104.4,3.2,4.8,-11.3,4.1,0.0,-2.7,17.9,-4.8,1.4,x
CCOc1cc(N2CCOCC2)c(OCC)cc1NC(=O)C(C)Oc1ccccc1 (centres undefined),92.8,6.8,29.9,-6.2,18.4,1.7,-17.0,26.0,-29.9,-12.5,-6.8
Cc1ccc(C(c2nnnn2Cc2cccs2)N2CCN(C(=O)c3ccco3)CC2)cc1 (centres undefined),108.7,6.8,-9.6,73.5,8.6,-0.1,-6.0,-1.8,9.6,-7.9,-2.4
CC(=O)N1CCN(c2ccc(NC(=O)c3cc(Cl)ccc3Cl)cc2)CC1,90.5,-7.4,14.9,7.7,2.0,1.0,3.1,-5.4,-14.9,-3.4,-2.6
COC(=O)N(NC(=O)C(O)(C(C)C)C(C)C)c1ccccc1,103.6,-5.6,-4.3,292.9,-2.4,2.5,-1.7,36.5,4.3,0.8,5.7
COc1cc2sc3cc(NCCCN4CCOCC4)ccc3c(=O)c2cc1OC,101.9,1.5,53.1,3.7,x,-0.1,-2.0,6.7,-53.1,5.1,37.9
COc1ccc(CNC(=O)C2CCCN(S(=O)(=O)c3cnc[nH]3)C2)cc1 (centres undefined),106.6,1.1,0.8,-4.2,x,-0.3,-5.3,4.7,-0.8,-6.9,8.2
